Bioassay records from PubChem BioAssay.
NALP1 yeast inh: blocks the NALP1 inflammasome reconstituted in yeast. S. cerevisiae NALP1/ASC/caspase-1 growth, X-gal OD620, 72 h. inhibition, % at 10 µM. 280,000 tested, 0.61% active; in the data active = inhibition mostly above about 24%, no sharp cut-off; inactive = mostly below about 32%; also: some compounds called inactive have numbers as strong as hits
IDE act: activators of human insulin-degrading enzyme in cells; 340,000 tested, 0.073% active; P14735; AID 493087; activation, % at 5.96 µM; HEK cells, FAbeta-B cleavage, fluorescence polarization; 0% vehicle, 100% cell-free pure enzyme wells;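 active = activation above the mean of all tested compounds plus 3 SD, set per screening campaign, cut at about 17% in these data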
SUMO HTRF inh: SUMOylation inhibition. P63279. HTRF SUMOylation assay, SAE1/SAE2 + UBC9, in vitro. 290,000 tested, 0.36% active. inhibition, % at 35 µM; in the data active = inhibition above about 50%, passing the limit was not always enough; also: strong numbers were not always called active
Target sequence (P63279 whole entry, looked up): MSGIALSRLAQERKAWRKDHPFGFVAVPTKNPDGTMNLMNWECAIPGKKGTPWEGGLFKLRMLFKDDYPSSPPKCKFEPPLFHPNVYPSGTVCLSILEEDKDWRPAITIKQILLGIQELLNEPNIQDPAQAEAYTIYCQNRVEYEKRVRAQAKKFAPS
MEKK3 PB1 HTS: MEKK3-MEK5 PB1 interaction, increase or decrease; Q99759; bead-based flow cytometry, Alexa488-MEK5 binding to MEKK3; actives lie on both sides; 0 = blocked by unlabeled MEK5, 100 = vehicle; binding response (% of control), % at 10 µM; 290,000 tested, 1.4% active;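 active = binding response more than 3 SD above or below the average of its plate-row segment, actives on both sides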;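 also: Alexa488 bead fluorescence after subtracting the streptavidin-only scavenger bead signal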
Target sequence (Q99759 whole entry, looked up): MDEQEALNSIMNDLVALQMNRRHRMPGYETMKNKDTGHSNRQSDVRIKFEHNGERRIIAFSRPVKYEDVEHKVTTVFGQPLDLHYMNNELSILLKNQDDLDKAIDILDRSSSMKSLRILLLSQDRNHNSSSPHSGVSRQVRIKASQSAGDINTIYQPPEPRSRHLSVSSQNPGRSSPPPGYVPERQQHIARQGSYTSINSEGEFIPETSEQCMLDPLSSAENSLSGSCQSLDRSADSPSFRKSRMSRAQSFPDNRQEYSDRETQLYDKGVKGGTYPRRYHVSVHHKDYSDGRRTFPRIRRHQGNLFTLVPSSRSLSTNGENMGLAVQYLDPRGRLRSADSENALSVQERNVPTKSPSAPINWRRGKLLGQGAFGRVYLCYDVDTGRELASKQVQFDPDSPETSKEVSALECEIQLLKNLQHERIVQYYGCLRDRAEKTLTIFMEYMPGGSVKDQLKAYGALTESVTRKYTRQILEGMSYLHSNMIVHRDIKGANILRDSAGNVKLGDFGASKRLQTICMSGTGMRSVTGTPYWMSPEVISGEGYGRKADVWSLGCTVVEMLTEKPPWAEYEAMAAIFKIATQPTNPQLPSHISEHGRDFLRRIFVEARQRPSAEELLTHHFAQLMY
pCIP destab: compounds decreasing mouse p/CIP protein stability; Q05BA5; F442A p/CIP-EGFP cells, EGFP fluorescence, 16 h; decrease of EGFP signal, % at 10 µM; 290,000 tested, 0.01% active; AID 1984;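 active = EGFP signal decrease of at least 30% at 10 µM or well 3 SD below plate mean, unless failing retest; inactive = the rest, including hits failing retest or dose response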; also: some compounds called inactive have numbers as strong as hits; many of its hits are not listed in these tables
MEKK2mut PB1 HTS: signal of MEK5 binding to mutant human MEKK2 PB1 domain | bead flow cytometry, Alexa488-MEK5 binding to MEKK2 mutant | percent response, % at 10 µM | 290,000 tested, 0.35% active; in the data active = percent response above about 24%, passing the limit was not always enough; also: inactives centre near 1; some results filed as inactive read as strong as hits; reference of the scale not given here
IDE cell inh: inhibitors of human insulin-degrading enzyme in cells; inhibition, % at 5.59 µM; 320,000 tested, 0.41% active; AID 434962; HEK cells, FAbetaB cleavage, fluorescence polarization;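 active = percent inhibition above the average of all tested compounds plus 3 SD, set per screening campaign, cut at about 16% in these data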;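 also: IDE supplied by intact live HEK cells; FP after avidin binding of uncleaved biotin substrate so inhibition keeps polarization high; 0% = DMSO wells and 100% = 60 µM reference IDE inhibitor Ii1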
MEKK2 WT-MEK5: raises or lowers MEK5 binding to wildtype human MEKK2 PB1 domain; Q9Y2U5; bead flow cytometry, Alexa488-MEK5 binding to MEKK2 WT; actives lie on both sides; binding response (% of control), % at 10 µM; 290,000 tested, 1.1% active; AID 1531; in the data active = binding response below about 67% or above about 130%
M18AAP inhibitor: blocks P. falciparum M18 aspartyl aminopeptidase. recombinant PfM18AAP, H-Glu-NHMec fluorogenic cleavage. inhibition, % at 7.35 µM. 290,000 tested, 1.2% active. AID 1822;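 active = inhibition above the campaign mean inhibition over all tested compounds plus 3 SD, cut at about 28% in these data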;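 also: 0% = plate median of test compound wells and 100% = 2 mM ZnCl2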
* hit, by the source's call; · = no result given. An excerpt; count on the stated rates, not on these rows.

mol	IDE act	MEKK2mut PB1 HTS	SUMO HTRF inh	NALP1 yeast inh	MEKK3 PB1 HTS	MEKK2 WT-MEK5	pCIP destab	IDE cell inh	M18AAP inhibitor
O=C(N1CCCCCC1)N1CCN(S(=O)(=O)c2cccc([N+](=O)[O-])c2)CC1	4	-4	-18	3	99	96	1	-6	23
Cn1c(C(=O)NCC2CCCO2)cc2c(=O)n(C)c3ccccc3c21 (stereo not drawn)	4	2	2	·	101	101	-10	1	4
COC(=O)C1C2C=CC3(CN(c4cccc(C)c4)C(=O)C13)O2 (stereo not drawn)	8	·	-2	-1	·	·	7	-2	3
CCOC(=O)C1CCN(c2c([N+](=O)[O-])c(C(Cl)Cl)nn2-c2ccccc2)CC1	2	0	15	30	101	101	5	0	-10
O=P(O)(O)CCP(=O)(c1ccccc1)c1ccccc1	4	5	23	1	103	99	-6	0	6
Cc1cc(C)c(C(=O)CSc2nnc(C)c(=O)[nH]2)cc1C	1	-14	11	-2	96	90	2	1	-1
O=C(CSc1nc(-c2ccccc2)cs1)NCc1ccco1	6	11	14	35	109	110	-9	-5	3
CCOc1ccc(NC(=O)CN(C)C(=O)c2cn(-c3ccccc3)nc2-c2cccs2)cc1OCC	2	-1	-10	14	102	99	-3	·	2
CCC(C)NC(=O)[C@@H]1CSC2c3ccccc3C(=O)N21 (stereo partly drawn)	2	6	10	7	107	108	7	1	-11
CC(=O)Nc1ccc(/C=C(\C#N)C(N)=O)cc1	·	-1	-8	·	101	97	-8	-2	0
Cn1c(=O)[nH]c(=O)c2c1nc(CN1CCN(c3ccccc3F)CC1)n2CCc1ccccc1	7	1	-12	-5	99	97	0	3	·
CCN(CC)S(=O)(=O)c1ccc(N2CCN(C)CC2)c(NC(=O)c2cc(=O)c3ccccc3o2)c1	3	6	6	-29	100	101	-8	0	-4
Cc1ccc(Nc2nc3ccccc3c(=O)[nH]2)cc1C	-1	-7	11	-2	106	93	9	6	-3
COc1ccccc1Nc1nc(C)cc(C)c1C(N)=O	2	4	14	12	105	111	1	4	-6
Cc1nc(CN(C)Cc2nc(Cc3ccccc3Cl)no2)cs1	5	-12	10	8	100	91	-20	3	-3
O=C(NCc1ccccc1)c1nc2c(nnn2Cc2cccc(Cl)c2)c(=O)[nH]1	5	-11	13	-53	88	107	-1	-1	-1
c1csc(-c2nn3c(Cn4cnc5ccccc54)nnc3s2)c1	1	5	-1	1	102	100	2	6	3
COc1ccc(/C=N/NC(=O)c2cccc(C(F)(F)F)c2)cc1	-3	-3	7	-2	96	95	5	-5	-7
C=CCN1C(=O)N(c2ccc(F)cc2)C(=O)C1CC(=O)Nc1ccc(Cl)cc1 (stereo not drawn)	-2	15	-2	-23	107	108	8	-1	0
CNC(=O)COC(=O)c1cccnc1SC	1	2	2	18	105	104	-3	-1	3

Reprinted from the part before: seven compounds; new compounds follow.
mol	IDE act	MEKK2mut PB1 HTS	SUMO HTRF inh	NALP1 yeast inh	MEKK3 PB1 HTS	MEKK2 WT-MEK5	pCIP destab	IDE cell inh	M18AAP inhibitor
COc1ccccc1Nc1nc(C)cc(C)c1C(N)=O	2	4	14	12	105	111	1	4	-6
Cc1nc(CN(C)Cc2nc(Cc3ccccc3Cl)no2)cs1	5	-12	10	8	100	91	-20	3	-3
O=C(NCc1ccccc1)c1nc2c(nnn2Cc2cccc(Cl)c2)c(=O)[nH]1	5	-11	13	-53	88	107	-1	-1	-1
c1csc(-c2nn3c(Cn4cnc5ccccc54)nnc3s2)c1	1	5	-1	1	102	100	2	6	3
COc1ccc(/C=N/NC(=O)c2cccc(C(F)(F)F)c2)cc1	-3	-3	7	-2	96	95	5	-5	-7
C=CCN1C(=O)N(c2ccc(F)cc2)C(=O)C1CC(=O)Nc1ccc(Cl)cc1 (stereo not drawn)	-2	15	-2	-23	107	108	8	-1	0
CNC(=O)COC(=O)c1cccnc1SC	1	2	2	18	105	104	-3	-1	3
COc1cc2c(cc1OC)CN(C(=O)c1ccc(Br)o1)CC2	1	-6	-1	-6	92	96	-2	-3	-1
CC(C)NCCOc1cccc(Br)c1	3	1	17	-1	102	101	0	-2	1
CC1Cc2ccccc2N1CC(=O)Nc1ccc(N2CCOCC2)cc1 (stereo not drawn)	6	-40	-10	6	97	97	9	2	2
COc1ccc(CC(=O)Nc2cccc(C(=O)NN3C(=O)c4ccccc4C3=O)c2C)cc1	5	-3	-2	17	99	99	4	2	-1
Cc1nnc(N(C)C(=O)c2ccc3c(c2)OCO3)s1	7	-12	10	3	95	83	-14	4	-2
COc1ccccc1OCC(=O)NNC(=O)Nc1ccc(Cl)cc1	4	2	-2	6	104	106	-10	4	7
Cc1cc(=O)oc2cc(OCC(=O)NCc3ccncc3)ccc12	4	9	10	-1	109	114	-2	7	3
CC1CCCCN1C(=O)c1cc(Cl)ccc1[N+](=O)[O-] (stereo not drawn)	4	-2	-4	23	104	101	0	-1	0
Cc1cccc(NC(=O)CN2C(=O)S/C(=C\c3cc(C)n(C)c3C)C2=O)c1	1	0	12	7	119	101	0	-1	11
C/C(=N\NC(=O)c1cc(C)oc1C)c1ccc2ccccc2c1	1	-7	-9	27	96	92	-3	3	-3
COc1ccc(/C=C2\SC(=O)N(CCn3cnnn3)C2=O)cc1	-5	-12	24	-18	83	87	-3	1	7
Cc1nc([N+](=O)[O-])c(C(=O)OCc2ccc(C#N)cc2)n1C	-5	0	4	-1	108	107	2	10	-5
Cc1nc(-c2ccccc2)sc1C(=O)CSc1ccccc1	4	-3	-9	46	103	101	-18	5	-1
Cn1c(C(=O)NCCN2CCCCCC2)cc2c(=O)n(C)c3ccccc3c21	1	3	13	13	97	100	-14	-1	4
Cc1ccc(NS(=O)(=O)c2ccc(Cl)c(C(=O)Nc3ccccc3-c3nc4ccccc4[nH]3)c2)cc1C	4	0	0	11	92	98	14	-2	-7
O=C(CN1C2=NCCN2c2ccccc21)c1cccs1	2	2	8	12	97	105	-10	-9	-9
N#C/C(=C/c1cccc([N+](=O)[O-])c1)c1nnc2n1CCCCC2	2	6	0	29	102	98	10	0	6
O=C1C=C(O)c2c(O)cccc2C1=O	·	-3	52	13	103	103	-13	0	·
COc1cc(NC(=O)NCc2ccncc2)cc(OC)c1OC	2	-3	20	-3	88	89	0	0	-4
c1ccc(-c2cccc(-c3ccccn3)n2)nc1	-18	6	-86	51*	105	107	-1	9	8

Going on with the list.
mol	IDE act	MEKK2mut PB1 HTS	SUMO HTRF inh	NALP1 yeast inh	MEKK3 PB1 HTS	MEKK2 WT-MEK5	pCIP destab	IDE cell inh	M18AAP inhibitor
CCCCOc1ccc(C)cc1CN(CCO)CCO	3	-2	-2	-4	93	94	-11	4	-3
COc1cc(OC)cc(-n2nc(C(=O)N3CC(C)CC(C)C3)c3ccccc3c2=O)c1 (stereo not drawn)	7	3	-30	20	103	99	-4	5	-1
Cc1ccc(/C=N/n2c(-c3ccco3)n[nH]c2=S)cc1	6	-1	8	-1	96	95	-1	4	14
O=C(N/N=C/c1ccncc1)c1cc2ccccc2o1	-1	3	10	50	108	112	-15	-3	-2
COCCNc1ncnc2c1nc1n2CCCC1	5	4	15	-7	101	103	-8	·	-16
COc1ccccc1N1CCN(C(=O)C(CC(C)C)NC(=O)C2CCCCC2)CC1 (stereo not drawn)	6	0	5	1	97	100	31	1	5
COc1ccc(C(=O)/C(=C\N(C)C)n2nc(C)cc2C)cc1	1	2	18	-14	104	102	-8	-1	-1
Cc1cccc(CSc2nc3ccncc3n2CC(=O)Nc2cc(C)cc(C)c2)c1	8	14	6	10	116	100	3	-1	0
COc1ccc(NC(=O)N2CCCC2C(=O)NCc2cccs2)cc1 (stereo not drawn)	4	0	9	7	101	100	-14	-8	-8
Cc1c(NC(=O)CC(C)C)c(=O)n(-c2ccccc2)n1C	-4	-1	8	16	106	108	-10	1	0
COc1ccc(C2CC(c3cccs3)=Nc3ccccc3S2)cc1OC (stereo not drawn)	-5	-2	-25	6	103	102	4	1	16
Cc1ccc(N(CC(=O)NCc2ccco2)C(=O)CCC(=O)Nc2nccs2)cc1C	0	-6	-2	5	100	102	-15	-2	5
C/C(=N\NC(=O)Cc1cccn1C)c1ccc2ccccc2c1	3	6	-13	5	106	106	2	4	-5
COc1ccc(CN=C2NC(=O)CC(C(=O)Nc3ccccc3C)S2)cc1 (stereo not drawn)	4	6	14	8	96	110	5	5	4
CN(Cc1ccccc1)S(=O)(=O)c1cccc(C(=O)O)c1	-4	-1	9	-3	99	100	4	-4	1
O=C(Nc1ccncc1)Nc1cccc(Cl)c1	5	-8	9	7	96	98	3	-5	-16
CCCCCCC(=O)Nc1nc(C)c(-c2csc(Nc3cccc(OC)c3)n2)s1	-3	10	21	6	106	128	-1	1	0
Cc1cccc(C)c1NC(=O)c1cc(-c2ccccn2)nc2ccccc12	0	-7	7	-7	97	94	-2	1	-13
Cc1ccc(Sc2cnc(N)nc2C)cc1	-4	-3	5	-6	108	103	-6	2	-10

Fetched by compound from the entries so far:
mol	IDE act	MEKK2mut PB1 HTS	SUMO HTRF inh	NALP1 yeast inh	MEKK3 PB1 HTS	MEKK2 WT-MEK5	pCIP destab	IDE cell inh	M18AAP inhibitor
O=C(N/N=C/c1ccncc1)c1cc2ccccc2o1	-1	3	10	50	108	112	-15	-3	-2
COc1ccc(C2CC(c3cccs3)=Nc3ccccc3S2)cc1OC (stereo not drawn)	-5	-2	-25	6	103	102	4	1	16
